Lipid storage S3 – qHTS Assay for Lipid Storage Modulators in Drosophila S3 Cells; Drosophila S3 cells, BODIPY lipid droplet fluorescence, 18-24 h; cells fed with added oleic acid; lipid storage change, negative = inhibition, % at the top dose, mostly 46.1 µM; hits show Potency in µM; 320,000 compounds, 0.64% hits; active = well fitted inhibition curve with a large enough effect in the signal ratio, with a control signal flat, not every such curve was filed as active; inconclusive = small, poorly fitted or top-dose-only effect, or effect the other way, or a change in a side signal; the % refers to the signal ratio
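Drosophila S3 cells got compounds at several concentrations plus oleic acid (400 uM solution). Laser-scanning cytometry with 488 nm excitation read lipid droplets at 500-530 nm and cells at 575-640 nm. Percent activity was relative to 20 uM Triacsin C.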
Lipid storage S3 cell count max – also measured in Lipid storage S3; calls as there; cell number change, %; measured here: cell count max response;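 cells counted by Cell Tracker Red CMTPX staining in the red channel; peak over a dose series mostly up to 46.1 µM; percent activity relative to internal control wells on each plate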
Numbers without * were called inactive; i = inactive; ? = inconclusive; / = no result given; [ ] = dose if it differs, or a comment. % is scaled to controls: 0 for no effect and ±100 for the full control effect; potency is read from the fitted curve at half-maximal effect. An excerpt. The share of hits here may be higher or lower than overall.

SMILES	Lipid storage S3	Lipid storage S3 cell count max
COc1cc2c(cc1OC)CN(CC(=O)NC(=O)NC1CCCCC1)CC2	2%	19
Cc1ccc2nc(C)c(C(=O)O)cc2c1	3%	6
Cc1ccc(-n2c(SCC(=O)NCc3ccco3)nc3sc4c(c3c2=O)CC(C)(C)SC4)cc1	?	/
COc1ccc(S(=O)(=O)NC(C)c2ccccc2)cc1C(=O)N1CCCCC1 (centres undefined)	?	/
Cc1cnn(CCC(=O)NNC(=S)NCC(C)C)c1	?	/
Cc1cnc(NC(=O)c2c(O)c3cccc4c3n(c2=O)CCC4)s1	?	/
Cn1cccc1/C=N/n1cnnc1	i	-2
C#CCSc1nnc(-c2ccc([N+](=O)[O-])cc2)o1	?	/
CCC(=NC(CC)CO)C1=C(O)CC(C)(C)CC1=O (centres undefined)	?	/
CC(C)NS(=O)(=O)c1ccc2c(c1)oc(=O)n2C	-1%	-4
O=C(OCC(=O)N1CCN(C(=O)c2ccco2)CC1)c1cccc(O)c1	-18%	-14
Cc1ccc(NC(=O)N2CCCN(Cc3ccc(F)cc3)C2)cc1C	0%	-10
COc1ccc(N=C2C(=O)N3CCCc4cccc2c43)cc1	28%	-10
Cn1cc(Br)c(C(=O)Nc2sc3c(c2C(N)=O)CCCC3)n1	?	/
CCOc1ccccc1NC(=O)CC1SC(=N)N(c2ccccc2)C1=O (centres undefined)	?	/
CCOC(=O)C(CC)(CC)C(=O)/C=C/c1ccc(OC)cc1	?	/
CCOc1ccc(CCNC(=O)COC(=O)CSc2ccc(C)cc2)cc1OCC	i[0.0737 µM]	1
CCc1ccc(NC(=O)CNC(=O)c2nn(-c3ccc(OC)cc3)c(=O)c3ccccc23)cc1	?	/
Cc1ccc(S(=O)(=O)N2CCOC2CNC(=O)C(=O)NCc2ccccn2)cc1 (centres undefined)	17%	9
COc1ccc(-c2cccc(C(=O)Nc3ccc(C)cc3)c2)cc1	-20%	15
O=c1oc2cc(S(=O)(=O)NCCCO)ccc2c2ccc(S(=O)(=O)NCCCO)cc12	?	/
COc1ccc(S(=O)(=O)N(C)C)cc1NC(=O)CN1CCN(C(=O)C2CC2)CC1	?	/
NC(=O)c1cc2ccncc2c2ccccc12	?	/
N/C(CC(=O)NC1CCCCC1)=N\OCC(=O)Nc1ccc(Cl)c(Cl)c1	?	/
Cc1cc(Cl)ccc1OC(C)C(=O)NNC(=O)C1CCCCC1C(=O)O (centres undefined)	i	5
Cc1ccc(NC(=O)Cn2nnc3ccccc32)c(C)c1	-11%	-8
CCOc1c2ccc(C(=O)NCc3cc(C(F)(F)F)cc(C(F)(F)F)c3)cc2nn1CCOC	-5%	0
O=C(CCc1nc2ccccc2[nH]c1=O)OCc1ccc(S(=O)(=O)N2CCOCC2)cc1	?	/
O=C(C1CCCO1)N1CCN(S(=O)(=O)c2ccc(F)cc2)CC1 (centres undefined)	?	/
COc1cc(C)c(Cl)cc1S(=O)(=O)NCc1ccco1	?	/
COc1ccccc1C(=O)NCCNc1nc2cc(C)cc(C)c2cc1C#N	?	/
O=C(Nc1ccccc1)OC1C2CCC1C(N1CCCCC1)CC2 (centres undefined)	?	/
COc1ccc(Cl)cc1Nc1nc(C)nc2c1oc1ccccc12	15%	5
CC1CN(C(=O)Nc2ccc3snnc3c2)c2ccccc21 (centres undefined)	i	/
CCC1CCCCN1CCCNC(=O)Cn1nc(C)n2nc(-c3ccccc3)cc2c1=O (centres undefined)	-14%	/
Cc1ccccc1NC(=O)COC(=O)c1ccc(CSc2ccc(Cl)cc2)cc1	?	/
Cc1ccc(S(=O)(=O)N2CCOCC2)cc1C(=O)OCC(=O)c1ccc[nH]1	?	/
CC1CCCC(C)N1C(=O)c1ccc(S(=O)(=O)N2CCCC2)cc1 (centres undefined)	?	/
COc1ccccc1CNS(=O)(=O)c1ccc2c(c1)oc(=O)n2C	?	/
CCCc1cc(C(=O)Nc2cccnc2Cl)no1	?	/
CCCNC(=O)NC(=O)COC(=O)c1ccc(OC)c(S(=O)(=O)N2CCCc3ccccc32)c1	?	/
CCOCc1nnc(NC(=O)C2CC(=O)N(CCc3ccc(F)cc3)C2)s1 (centres undefined)	i	22
CCC(C)(C)NC(=O)C(c1ccc(C)o1)N(Cc1cccs1)C(=O)Cn1nnc2ccccc21 (centres undefined)	?	/
CCCn1c(N)c(N(CCOC)C(=O)c2ccc([N+](=O)[O-])cc2Cl)c(=O)[nH]c1=O	i	4
COc1ccc(NC(=O)CCSCCC(=O)Nc2ccc(OC)cc2OC)c(OC)c1	?	/
O=C(CC1SCCNC1=O)Nc1ccc(Cl)c(Cl)c1 (centres undefined)	9%	2
S=C(NCc1cccnc1)Nc1ccc(Cl)c(Cl)c1	-16%	7
Cc1cccc2cc(C#N)c(NCCCn3ccnc3)nc12	?	/
CCc1ccccc1NC(=O)Nc1cccc(F)c1	?	/
COc1ccc(S(=O)(=O)O/N=C2\CCCc3ccccc32)cc1	?	/
Cc1ccccc1Nc1nc(N)nc(CSc2nc3ccccc3c(=O)n2C)n1	?	/
CN1C(=O)/C(=C\c2ccccc2OCc2ccccc2)SC1=S	2%	-18
COC(=O)Nc1nn(-c2ccc(Cl)cc2)c(=O)c(C#N)c1C	?	/
COCCn1c(=NC(=O)CCS(=O)(=O)c2ccccc2)sc2cc(F)ccc21	?	/
COc1cc(CNC2CCCCCCC2)ccc1OCC(N)=O	i	-5
CCOC(=O)Cn1cnc2c(sc3nc(C)cc(C)c32)c1=O	-1%	24
O=[N+]([O-])c1cccc(S(=O)(=O)Nc2ccc(-c3ccc(N4CCOCC4)nn3)cc2)c1	?	/
O=C(Cc1cccc2ccccc12)Nc1ccccc1Br	-16%	-6
CC1C/C(=N/N2C(=O)CSC2=S)CC(C)(C)C1 (centres undefined)	-3%	-5
O=C(c1ccc(NS(=O)(=O)c2cccc3cccnc23)cc1)N1CCCCC1	8%	7

(continued)
SMILES	Lipid storage S3	Lipid storage S3 cell count max
CCc1sc(NC(=O)CN2CCC(C(N)=O)CC2)nc1-c1ccccc1	?	/
O=C(c1ccc(Cl)cc1)c1ccc(CN2C(=O)c3ccccc3C2=O)o1	3%	9
Cc1ccccc1C(=O)c1cccn1CC(=O)NCCCc1ccccc1	i	/
CC1=C(C(=O)Nc2ccccn2)C(c2ccc(Cl)cc2Cl)NC(=S)N1 (centres undefined)	7%	20
CSc1nc(SCC(N)=O)c2c3c(sc2n1)CN(C)CC3	?	/
O=C1CSC(c2cccnc2)N1c1ccc(F)cc1 (centres undefined)	?	/
O=C(NCc1ccncc1)c1cncc(Br)c1	?	/
Cc1ccc(OCCCn2ccnc2)c(Br)c1	?	/
COc1ccc(C)cc1NC(=O)c1nnn(Cc2cccc(C(F)(F)F)c2)c1N	-2%	-7
N/C(=N\c1nc2c(c(=O)[nH]1)CCC2)Nc1cccc(Cl)c1	?	/
CCOC(=O)C1(Cc2cccc(OC)c2)CCN(C(C)CC(C)(C)O)CC1 (centres undefined)	-13%	3
CCOCCCNc1ncnc2c1[nH]c1ccccc12	?	/
COc1ccc(NC(=O)CN(c2ccccc2F)S(=O)(=O)c2ccc(C)cc2)cc1	i	-2
O=C(O)COCC(=O)N1CCN(C(c2ccccc2)c2ccccc2)CC1	?	/
CCOC(=O)c1cc(-c2ccc(C)cc2)nc2nc(SC)[nH]c(=O)c12	?	/
O=C1c2ccccc2C(O)(c2ccccc2)N1CCc1ccccc1 (centres undefined)	-3%	-3
CCC(=O)NCCNc1nc2cc(C)c(C)cc2cc1C#N	?	/
CCn1c(-c2cccnc2)n[nH]c1=S	-3%	-6
CCC1CCC(c2nnc(-c3ccc([N+](=O)[O-])cc3)o2)CC1 (centres undefined)	-9%	-22
CC(C)N1CSC(=S)N(Cc2ccccc2)C1	?	/
COc1ccc(-c2csc(NC(=O)c3cccs3)c2C(=O)O)cc1OC	?	/
Cc1c(C(=O)Nc2ccc(Cl)cc2)c2ccccn2c1C(=O)c1ccccc1	?	/
O=C1Nc2ccccc2CCc2ccccc21	?	/
CCn1cc(/C=N\NC(=O)c2c[nH]c3ccccc23)c(C)n1	-2%	10
O=C(Nc1ccc(Oc2ccc(Cl)cc2)c(Cl)c1)c1cc(I)cc(I)c1O	?	/
NC(=O)COC(=O)C(Cc1ccccc1)NS(=O)(=O)c1ccccc1F (centres undefined)	-15%	/
Cc1cc(S(=O)(=O)NCCc2ccccc2)c(C)s1	?	/
CCCC(=O)NC(c1ccccc1OC)c1ccc2cccnc2c1O (centres undefined)	?	/
CCn1c(=O)c2ccccc2n2c(SCC(=O)N3CCCc4ccccc43)nnc12	?	/
O=C1CCc2cc(S(=O)(=O)N3CCC(C(=O)NCc4ccccn4)CC3)ccc2N1	19%	4
CC(=O)Nc1ccc(-c2csc(-c3cccnc3)n2)cc1	?	/
COc1ccc(-c2cc(=O)oc3cc(OC(C)C(=O)Nc4ccc(CN5CCOCC5)cc4)ccc23)cc1 (centres undefined)	?	/
Cn1c(SCC(=O)NCc2ccc3c(c2)OCO3)nnc1-c1c[nH]c2ccccc12	?	/
O=C(c1cc(Sc2ccc(Cl)cc2)nc2ccccc12)N1CCN(c2ccccn2)CC1	?	/
O=C(NCc1ccccc1Cl)c1csc2c1CCCCC2	?	/
CC1(C)CC(=O)C2=C(C1)OC1=C(C2)C(=O)CC(C)(C)C1	?	/
Cc1ccc(C(=O)OCCN2CCN(c3ncc(C(F)(F)F)cc3Cl)CC2)cc1	?	/
CCOC(=O)[C@@H]1C(c2c(OC)cc(OC)cc2OC)=NO[C@@H]1C(=O)OCC	1%	5
COC(=O)COc1ccc(S(=O)(=O)Nc2cc([N+](=O)[O-])ccc2C)cc1	?	/
CC(C)N1C/C(=C/c2ccsc2)C(=O)/C(=C/c2ccsc2)C1	15µM*	-16*

19 entries from above, ordered by length of the SMILES, descending.
SMILES	Lipid storage S3	Lipid storage S3 cell count max
COc1ccc(-c2cc(=O)oc3cc(OC(C)C(=O)Nc4ccc(CN5CCOCC5)cc4)ccc23)cc1 (centres undefined)	?	/
CCOC(=O)[C@@H]1C(c2c(OC)cc(OC)cc2OC)=NO[C@@H]1C(=O)OCC	1%	5
COC(=O)COc1ccc(S(=O)(=O)Nc2cc([N+](=O)[O-])ccc2C)cc1	?	/
Cn1c(SCC(=O)NCc2ccc3c(c2)OCO3)nnc1-c1c[nH]c2ccccc12	?	/
Cc1ccc(C(=O)OCCN2CCN(c3ncc(C(F)(F)F)cc3Cl)CC2)cc1	?	/
O=C(Nc1ccc(Oc2ccc(Cl)cc2)c(Cl)c1)c1cc(I)cc(I)c1O	?	/
Cc1c(C(=O)Nc2ccc(Cl)cc2)c2ccccn2c1C(=O)c1ccccc1	?	/
NC(=O)COC(=O)C(Cc1ccccc1)NS(=O)(=O)c1ccccc1F (centres undefined)	-15%	/
COc1ccc(-c2csc(NC(=O)c3cccs3)c2C(=O)O)cc1OC	?	/
CCn1cc(/C=N\NC(=O)c2c[nH]c3ccccc23)c(C)n1	-2%	10
O=C1c2ccccc2C(O)(c2ccccc2)N1CCc1ccccc1 (centres undefined)	-3%	-3
CCCC(=O)NC(c1ccccc1OC)c1ccc2cccnc2c1O (centres undefined)	?	/
CC(=O)Nc1ccc(-c2csc(-c3cccnc3)n2)cc1	?	/
CCC(=O)NCCNc1nc2cc(C)c(C)cc2cc1C#N	?	/
Cc1cc(S(=O)(=O)NCCc2ccccc2)c(C)s1	?	/
O=C(NCc1ccccc1Cl)c1csc2c1CCCCC2	?	/
CC(C)N1CSC(=S)N(Cc2ccccc2)C1	?	/
CCn1c(-c2cccnc2)n[nH]c1=S	-3%	-6
O=C1Nc2ccccc2CCc2ccccc21	?	/

Going on with the list:
SMILES	Lipid storage S3	Lipid storage S3 cell count max
O=C(Nc1ccc(OC(F)(F)F)cc1)Oc1ccccc1N1CCOCC1	?	/
CCN(C(=O)C1CCN(S(=O)(=O)c2ccc3c(c2)oc(=O)n3C)CC1)c1cccc(C)c1	-1%	2
O=C(CN1C(=O)COc2ccc(Cl)cc21)N1CCc2ccccc21	?	/
Clc1ccccc1-c1ccc2ncnc(NCc3ccc4c(c3)OCO4)c2c1	?	/
